BoNT-F LC inh = inhibitors of Botulinum neurotoxin F light chain protease | 360,000 compounds, 0.22% hits | Multiplex microsphere protease cleavage assay, flow cytometry | AID 588497 | inhibition, % at 10 µM; in the data active means inhibition above about 35%, passing the limit was not always enough; inconclusive means no clear call, values can overlap the other calls; further: plate controls were buffer without enzyme for full effect and enzyme alone for no effect
BoNT-A LC inh2 = inhibitors of Botulinum neurotoxin A light chain protease; inhibition, % at 10 µM; 360,000 compounds, 0.17% hits; multiplex microsphere protease substrate cleavage, flow cytometry; further: plate controls were buffer without enzyme for full effect and enzyme alone for no effect
FadD28 binding = inhibitors of Mycobacterium tuberculosis FadD28 bisubstrate binding. AID 588549. inhibition, % at 12.5 µM. FadD28 bisubstrate probe binding, fluorescence polarization. 360,000 compounds, 0.22% hits; in the data active means inhibition above about 8.5%, passing the limit was not always enough; inconclusive means no clear call, values can overlap the other calls
Mtb BioA inh = blocks M. tuberculosis BioA enzyme activity; inhibition, % at 9.99 µM; 360,000 compounds, 0.096% hits; purified M. tuberculosis BioA enzyme, plate reader; in the data active means inhibition above about 40%; inconclusive means no clear call, values can overlap the other calls
Anthrax LF prot = blocks Bacillus anthracis lethal factor protease; multiplex microsphere protease cleavage assay, LF; inhibition, % at 10 µM; AID 588501; P15917; 360,000 compounds, 0.12% hits; further: plate controls were buffer without enzyme for full effect and enzyme alone for no effect
Mtb FBA inh = Mtb fructose-bisphosphate aldolase inhibition | P9WQA3 | 360,000 compounds, 2.3% hits | purified M. tuberculosis FBA, fluorescence read-out | AID 588726 | inhibition, % at 1 µM; in the data active means inhibition above about 27%;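 further: 0% = vehicle and 100% = reference inhibitor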
Target sequence (P9WQA3 whole entry, looked up): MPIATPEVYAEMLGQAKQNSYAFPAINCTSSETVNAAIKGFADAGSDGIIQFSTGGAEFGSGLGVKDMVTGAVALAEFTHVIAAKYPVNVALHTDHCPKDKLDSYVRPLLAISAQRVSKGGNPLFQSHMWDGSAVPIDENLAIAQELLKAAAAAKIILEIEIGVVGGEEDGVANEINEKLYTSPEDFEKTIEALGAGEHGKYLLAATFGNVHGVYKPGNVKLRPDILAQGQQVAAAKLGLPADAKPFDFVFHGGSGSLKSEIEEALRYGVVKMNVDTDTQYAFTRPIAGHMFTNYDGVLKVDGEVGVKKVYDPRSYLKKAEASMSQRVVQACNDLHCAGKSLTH
Mtb UGM inh = blocks M. tuberculosis UGM enzyme. P9WIQ1. purified UGM, fluorescence polarization probe displacement. inhibition, % at 10 µM. 320,000 compounds, 0.06% hits; in the data active means inhibition above about 10%, passing the limit was not always enough; inconclusive means no clear call, values can overlap the other calls
Target sequence (P9WIQ1 whole entry, looked up): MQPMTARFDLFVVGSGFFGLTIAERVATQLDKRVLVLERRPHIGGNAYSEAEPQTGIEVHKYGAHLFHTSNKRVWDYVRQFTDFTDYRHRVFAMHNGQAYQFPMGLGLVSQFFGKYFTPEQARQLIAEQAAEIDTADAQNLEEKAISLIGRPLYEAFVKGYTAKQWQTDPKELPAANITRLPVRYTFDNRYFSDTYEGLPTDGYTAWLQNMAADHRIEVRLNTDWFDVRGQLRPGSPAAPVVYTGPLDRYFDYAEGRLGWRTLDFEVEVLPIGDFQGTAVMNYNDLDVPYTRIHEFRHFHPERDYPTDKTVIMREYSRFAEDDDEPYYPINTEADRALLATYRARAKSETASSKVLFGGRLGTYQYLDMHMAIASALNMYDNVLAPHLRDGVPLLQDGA
GDH-TPI counter = inhibits GDH-TPI coupling enzymes, artifact for Mtb FBA screen; inhibition, % at 4.8 µM; GDH-TPI coupled enzyme counterscreen, NADH absorbance; 360,000 compounds, 1.2% hits; AID 588335; in the data active means inhibition above about 30%;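 further: 0% = DMSO wells and 100% = wells lacking the enzyme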
PfHsp40 yeast = rescue of PfHsp40-mediated yeast toxicity | S. cerevisiae expressing PfHsp40, growth rescue, ATP luminescence | growth rescue, % at 12.5 µM | 340,000 compounds, 0.68% hits | AID 504582; in the data active means growth rescue above about 28%, passing the limit was not always enough; inconclusive means no clear call, values can overlap the other calls;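 further: yeast W303a lacking pdr1 and pdr3 grown in galactose medium; growth measured after three days at 30 °C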
* hit, by the source's call; ? = inconclusive; / = not tested or not shown; & = joins results of further samples. Unless noted, no stated cut-off is given here; in the data, active means inhibition above about 30%; inconclusive means no clear call, values can overlap the other calls; inactive means below that. Random draw from the library; overall some 4.7% were active at least once.

SMILES	BoNT-F LC inh	BoNT-A LC inh2	FadD28 binding	Mtb BioA inh	Anthrax LF prot	Mtb FBA inh	Mtb UGM inh	GDH-TPI counter	PfHsp40 yeast
Cc1ccc2c(c1)-c1c(ssc1=S)C(C)(C)N2C(=O)CN1C(=O)c2ccccc2C1=O	-14	0.2	-2.3	-2.0	-2	-2	-3.4	-1	0.6
COc1ccccc1Nc1ncnc2sccc12	-10	-1.6	-0.4	6.5	-2	1	-3.5	2	-0.9
COc1cc(OC)c2c(-c3ccccc3)cc(=O)oc2c1C(CC(=O)N1CCCC1)c1ccc2c(c1)OCO2 (configuration not stated)	1	0.8	-4.5	0.0	7	-2	3.2	8	1.9
Cc1ccc(O)c(NC(=O)CN(C)S(=O)(=O)c2ccc(Cl)cc2)c1	-1	-0.9	-0.2	0.0	-1	3	5.1	-16	-0.5
Cc1ccccc1CN(C)C[C@H]1OCc2cnnn2CCCC(=O)N([C@@H](C)CO)C[C@@H]1C	-12	-0.1	-0.5	-6.3&-1.1	-6	1	/	18	/
COc1ccc(NC(=O)c2cccs2)cc1	0	0.4	2.4	7.7	0	1	-1.6	-4	0.0
CC(=O)CC1(C)OC(N)=C(C#N)C1(C#N)C#N (configuration not stated)	-16	-0.5	-0.4	-1.2	1	6	-1.3	7	0.9
Cc1cnc(C(=O)OCC(=O)Nc2ccccc2-c2ccccc2)cn1	-4	-1.6	/	4.9	1	-1	2.1	1	0.3
O=C(COc1ccccc1)NC1CCCc2ccccc21 (configuration not stated)	-6	-0.8	-0.3	-1.6	5	1	-1.8	2	-0.5
O=c1cc(CN2CCNCC2)nc2sccn12	?	-2.0	-3.0	-1.5	8	4	-0.8	0	-0.6
O=C1CC(C(=O)N2CCN(c3ccccc3)CC2)CN1Cc1ccccc1 (configuration not stated)	0	4.7	/	2.8	-3	-3	-0.8	5	3.0
Cc1cc(NC(=O)CSc2nnc(C3COc4ccccc4O3)o2)no1 (configuration not stated)	-20	-0.9	-0.7	-1.3	-1	-5	1.3	-4	-1.1
CCN(Cc1ccccc1)S(=O)(=O)c1ccc(C(=O)N(CCCN(C)C)c2nc3ccc(F)cc3s2)cc1	-8	-3.1	-1.3	-2.7	-4	2	0.4	6	0.2
Cc1cccc(C#Cc2ccccc2)n1	-18	-0.2	-2.6	-0.3	0	0	1.8	6	0.0
O=C(O)C1CC(=O)N(C2CCCCCC2)C1 (configuration not stated)	4	-0.7	-1.5	-0.8	-1	-1	-1.4	-4	-0.9
O=C(NCc1ccccn1)c1cccc(NS(=O)(=O)c2cccc(Cl)c2)c1	-2	-0.7	0.9	/	0	1	1.9	5	-0.6
CCN1CCN(C(=O)c2cc3cc4ccc(OC)cc4nc3s2)CC1	-4	0.7	-1.6	0.5	4	44*	-0.6	23	-0.9
Cc1ccc(NC(=O)C2CCC(N3C(=O)C4CCCCC4C3=O)CC2)cc1 (configuration not stated)	1	-1.1	-1.0	0.9	-5	1	1.4	-1	0.0
CCC(=O)N1CCc2cc(S(=O)(=O)NCCC(=O)N3CCN(c4cccc(C)c4)C(C)C3)ccc21 (configuration not stated)	-6	0.3	-4.1	1.4	-1	0	1.6	-8	1.7
CN1C(=O)C(C)(C)c2cc(S(=O)(=O)N3CCCCCC3)ccc21	-5	-1.5	-1.4	0.2	-9	0	3.1	15	1.4
CCOc1ccc(Br)cc1S(=O)(=O)Nc1ccc(C(=O)Nc2ccccc2OC)cc1	5	0.2	-3.4	1.1	1	0	-1.9	3	0.3
CN(C)c1ccc(C(CNS(=O)(=O)c2ccc(F)c(F)c2)c2c[nH]c3ccccc23)cc1 (configuration not stated)	-12	-1.3	-6.9	0.1	-4	-2	-0.6	-1	5.9
Cc1ccc(C(c2cc(Br)ccc2O)N2CCSCC2)cc1 (configuration not stated)	-2	-0.5	-1.0	-1.4	4	1	0.9	2	0.7
COC(=O)C1=C(C)N(Cc2ccccc2)C(=O)N[C@H]1c1cccs1	0	-0.4	-3.0	-1.1	-4	3	0.3	5	-0.5
Cc1cc(C)n(CCN(C)c2nc3nonc3nc2N2CCCCC2)n1	-5	0.4	-1.7	/	-2	1	-0.6	10	1.1
O=C(NCCOc1ccccc1)c1cncc(Br)c1	0	0.1	-0.7	-1.9	-5	-4	-1.4	-9	0.0
COc1ccc2c(=O)cc(-c3ccncc3)oc2c1OC	7	-0.7	-0.3	-3.2	3	0	/	16	-1.0
Cn1cc(S(=O)(=O)NCc2ccc(Cl)cc2)c(=O)n(C)c1=O	-6	-0.4	-2.4	-0.1	4	2	-1.1	-7	-1.9
O=C(CSc1ccc2nnc(-c3ccccc3)n2n1)N1CCCCC1	-2	-0.4	-2.5	/	2	-1	-0.4	-5	-0.3
CCCCc1nc(N2CCNCC2)c(C#N)c2c1CSC(C)(C)C2	-23	0.5	-5.3	-2.3	0	9	2.7	-12	0.1
O=C1C=C(NCc2ccc(Cl)cc2Cl)C2(CCCCC2)O1	-2	-0.1	-0.7	-0.3	-3	2	0.6	5	-0.7
O=c1c2ccc(Cl)cc2[nH]c(=S)n1CCCN1CCOCC1	-6	-0.6	-0.9	2.1	0	-3	-1.4	1	0.4
O=C(Nc1ccccc1)N1CCN(Cc2ccc(Cl)cc2)CC1	-5	-0.7	-4.1	/	0	1	-0.5	10	0.0
CCCOC(=O)c1cc(=O)[nH]c2ccccc12	6	2.3	-2.1	-5.0	2	4	-1.9	5	0.5
Cc1ccc(C(=O)Nc2cccnc2)cc1S(=O)(=O)N1CCOCC1	-7	-0.1	-1.3	24	7	1	0.3	9	-0.8
CN1C(C(=O)NCc2ccco2)CC2Cn3c(nc4ccccc43)C21 (configuration not stated)	-10	-0.8	0.4	-0.5	-7	3	2.0	7	-0.8
COc1ccc(CCn2nnnc2C(c2ccc(Cl)cc2)N2CCN(C)CC2)cc1OC (configuration not stated)	0	-0.4	-4.1	-0.3	-1	-9	-0.4	-14	1.6
Cc1ccc(S(=O)(=O)N(C)C)cc1NC(=O)COC(=O)Cc1cccs1	-1	0.7	-3.4	2.7	0	6	-1.5	2	-0.8
CCN(CC)CCCn1c(=S)[nH]c2cc(Cl)ccc2c1=O	1	1.1	?	0.4	-6	0	4.5	12	-0.5
CC1=C(C(=O)OC(C)C)C(c2cccc(F)c2)n2ncnc2N1 (configuration not stated)	-3	-0.9	-0.5	-0.9	4	0	1.7	14	0.5
CCOC(=O)c1cccc(NS(=O)(=O)c2c(C)[nH]c(C)c2C(=O)N2CCCC2)c1	-5	1.0	-0.9	-0.6	-1	2	-1.8	-6	-1.4
COc1cccc(S(=O)(=O)N(C)C[C@@H]2OCc3cnnn3CCCC(=O)N([C@H](C)CO)C[C@H]2C)c1	-4	0.1	-5.5	0.6&2.2	-1	-1	/	-18	/
CS(=O)(=O)c1ccc(Cl)c(NC(=O)CSc2nnc(-c3cccs3)n2N)c1	0	0.5	-3.1	0.5	-7	-1	-1.4	-4	-0.1
Cc1cc(NC(=O)CSc2nnc(-c3cccnc3)n2Cc2ccccc2)no1	2	-1.5	-0.1	9.1	-3	1	-0.4	-2	-0.2
CO/N=C/NC(=O)c1ccc([N+](=O)[O-])c(CS(=O)(=O)c2ccc(Cl)cc2)c1	-14	0.1	-0.3	-2.6	0	4	-2.4	2	-1.0
Cc1ccc(S(=O)(=O)N2CCCCC2)cc1NC(=O)CN1CCCC1c1cccs1 (configuration not stated)	-10	0.2	-1.8	-0.4	-6	1	/	4	/
COc1ccc(CCNC(=O)CSc2nncs2)cc1	-6	-0.4	-2.3	/	2	0	-0.5	-9	-0.3
CCC1CN(C(=O)NCc2ccc(F)cc2)c2cc(Cl)ccc2O1 (configuration not stated)	-24	0.5	-2.1	0.7	-1	3	-0.8	6	5.5
CC(=NNC1=NCCN1)c1cnn(C2=NCCN2)c1C	2	-0.5	-3.7	/	-1	0	/	/	/
COc1ccc(-c2noc(C3CCCN(C(=O)c4cccc(F)c4)C3)n2)cc1 (configuration not stated)	/	/	-0.6	1.9	/	-1	-2.8	6	-1.4
CCOC(=O)N1CCN(C(=O)c2ccc(OCC)c(OCC)c2)CC1	-3	0.4	0.5	-1.3	-2	7	1.5	14	-1.1
O=C(NCCOC(=O)c1c(F)cccc1Cl)c1c(F)cccc1Cl	-5	-2.9	-0.6	0.7	-6	2	0.9	-1	-0.3
CC(C)c1ccc(NC(=O)C2(C)Cc3c(-c4ccc5c(c4)OCO5)ccnc3O2)cc1 (configuration not stated)	-11	-1.2	-0.6	-0.2	2	2	/	4	/
O=C(COc1cccc(Cl)c1)N/N=C\c1cc2ccccc2nc1Cl	-10	-0.3	-3.6	-1.1	-4	-4	2.5	13	-1.4
COC(=O)c1ccc(NC(=S)NC(=O)c2c(-c3ccccc3)noc2C)cc1	?	?	1.5	/	3	2	1.8	6	-1.1
O=C(/C=C/c1ccccc1)NCCc1c[nH]c2ccccc12	0	-0.1	-1.2	-0.6	-5	-1	-0.9	3	-0.1
CCN(CC)c1nc(N)c2c(N)n(-c3ccccc3C)c(=S)c(C#N)c2c1C#N	0	2.0	8.3*	9.3	7	0	1.8	44*	0.7
O=C(Nc1nnc(-c2ccccc2Cl)s1)C1CCN(S(=O)(=O)c2ccc(Cl)cc2)CC1	2	1.2	-0.5	/	1	0	0.3	2	-0.2
NS(=O)(=O)c1ccc(CCNC(=O)COC(=O)/C=C/c2ccc(OC(F)F)cc2)cc1	20	2.9	-2.2	-0.9	13	2	/	4	0.7
CCc1nc2ccc(C(=O)NC3CCN(Cc4ccccc4)CC3)cn2c1N(CC)CCOC	0	-0.9	-4.5	-1.1	-4	-2	/	8	/
Cc1nc(-c2coc3c(CN(C)C)c(O)ccc3c2=O)cs1	14	-0.3	0.4	0.3	-4	42*	1.6	20	-0.6
Cc1cccc(C)c1OCc1cc(C(=O)N2CC3C[C@@H]4CC2C[C@H](C3)C4)no1	-11	-1.3	-1.0	0.8	-5	-3	-1.0	4	4.6
CNC(=S)NCc1ccc(OC)cc1	-6	-0.9	0.8	/	-1	-2	1.1	5	6.5

Part of the list above in order of heavy-atom count, lowest first.
SMILES	BoNT-F LC inh	BoNT-A LC inh2	FadD28 binding	Mtb BioA inh	Anthrax LF prot	Mtb FBA inh	Mtb UGM inh	GDH-TPI counter	PfHsp40 yeast
CNC(=S)NCc1ccc(OC)cc1	-6	-0.9	0.8	/	-1	-2	1.1	5	6.5
CC(=NNC1=NCCN1)c1cnn(C2=NCCN2)c1C	2	-0.5	-3.7	/	-1	0	/	/	/
Cc1nc(-c2coc3c(CN(C)C)c(O)ccc3c2=O)cs1	14	-0.3	0.4	0.3	-4	42*	1.6	20	-0.6
CCC1CN(C(=O)NCc2ccc(F)cc2)c2cc(Cl)ccc2O1 (configuration not stated)	-24	0.5	-2.1	0.7	-1	3	-0.8	6	5.5
CCOC(=O)N1CCN(C(=O)c2ccc(OCC)c(OCC)c2)CC1	-3	0.4	0.5	-1.3	-2	7	1.5	14	-1.1
CS(=O)(=O)c1ccc(Cl)c(NC(=O)CSc2nnc(-c3cccs3)n2N)c1	0	0.5	-3.1	0.5	-7	-1	-1.4	-4	-0.1
COC(=O)c1ccc(NC(=S)NC(=O)c2c(-c3ccccc3)noc2C)cc1	?	?	1.5	/	3	2	1.8	6	-1.1
Cc1cc(NC(=O)CSc2nnc(-c3cccnc3)n2Cc2ccccc2)no1	2	-1.5	-0.1	9.1	-3	1	-0.4	-2	-0.2
NS(=O)(=O)c1ccc(CCNC(=O)COC(=O)/C=C/c2ccc(OC(F)F)cc2)cc1	20	2.9	-2.2	-0.9	13	2	/	4	0.7
COc1cccc(S(=O)(=O)N(C)C[C@@H]2OCc3cnnn3CCCC(=O)N([C@H](C)CO)C[C@H]2C)c1	-4	0.1	-5.5	0.6&2.2	-1	-1	/	-18	/
